High-throughput results deposited in PubChem BioAssay by Sanford-Burnham Center for Chemical Genomics.
Jurkat NFkB inh – lowers PMA/ionomycin-induced NF-kB signal in Jurkat cells; PMA/ionomycin-induced NF-kB luciferase reporter, luminescence; inhibition, % at 4 µM; 0.53% of 330,000 active
SENP8 inh – SENP8 protease inhibition. Q96LD8. purified SENP8, Z-RLRGG-aminoluciferin cleavage, luminescence. inhibition, % at 10 µM. 1.2% of 330,000 active. AID 2540
Target sequence (Q96LD8 whole entry, looked up): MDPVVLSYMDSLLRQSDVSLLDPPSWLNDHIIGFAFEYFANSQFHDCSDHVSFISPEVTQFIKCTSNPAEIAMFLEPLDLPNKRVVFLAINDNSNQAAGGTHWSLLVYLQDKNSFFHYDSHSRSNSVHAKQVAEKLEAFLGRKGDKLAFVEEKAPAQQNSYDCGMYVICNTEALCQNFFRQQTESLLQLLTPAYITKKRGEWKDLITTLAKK
Apaf1 inhib – human Apaf-1 inhibition. O14727. 0.71% of 330,000 active. inhibition, % at 20 µM. reconstituted apoptosome caspase-3 activity, DEVD-Rh110 fluorescence; active means inhibition of at least 40% at 20 µM;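 further: plate controls were DMSO wells for no effect and DEVD-CHO caspase inhibitor wells for full effect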
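Material: reconstituted apoptosome with Apaf-1, cytochrome c, caspase-9, procaspase-3, dATP / Buffer or medium: pH 7.5 Hepes buffer with CHAPS, BSA, DTT / Also added: cytochrome c with DEVD-Rh110 / Schedule: compound with Apaf-1, dATP, procaspase-3 30 min, then 50 min reaction, room temperature / Technique: rhodamine 110 fluorescence at Ex 480/Em 540 nm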
Gli-Sufu antag – blocks Gli-Sufu signaling in a luciferase reporter; Sufu-KO-LIGHT fibroblasts, Gli luciferase reporter luminescence; inhibition, % at 5 µM; 0.74% of 340,000 active; AID 588413;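 active means inhibition above about 55%, limit read from the data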;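 further: 0% = DMSO-treated cells and 100% = wells with medium but no cells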
UBC13 polyUb – inhibitors of human UBC13 polyubiquitin chain formation; P61088; TR-FRET; inhibition, % at 20 µM; 0.47% of 330,000 active; in the data active means inhibition above about 45%, passing the limit was not always enough
Target sequence (P61088 whole entry, looked up): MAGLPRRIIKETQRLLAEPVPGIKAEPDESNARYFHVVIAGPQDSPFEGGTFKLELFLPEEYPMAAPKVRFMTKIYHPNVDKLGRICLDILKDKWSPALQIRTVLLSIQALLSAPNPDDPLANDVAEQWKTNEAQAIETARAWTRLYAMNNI
697 NFkB inh – lowers PMA/ionomycin-induced NF-kB signal in 697 B cells | 697 B-cell NF-kB luciferase reporter, 16 h | inhibition, % at 4 µM | 0.33% of 330,000 active | AID 435022; in the data active means inhibition above about 35%
CCR6 antag – blocks CCL20-driven beta-arrestin recruitment at human CCR6; inhibition, % at 20 µM; P51684; AID 493098; 0.49% of 340,000 active; CHO-K1 CCR6 PathHunter beta-arrestin, luminescence, CCL20-stimulated;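 active means compounds whose inhibition of the agonist-driven luminescence signal at 20 µM reaches about 50%, limit read from the data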;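 further: cells stimulated with CCL20 at 14 nM final; plate controls were DMSO with CCL20 for no effect and DMSO without agonist for full effect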
EBI2 antag – blocks human EBI2 receptor beta-arrestin signaling | AID 651636 | inhibition, % at 5 µM | P32249 | 0.81% of 360,000 active | EBI2 beta-arrestin recruitment, luminescence, 7a,25-OHC stimulated; in the data active means inhibition above about 38%;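 further: enzyme fragment complementation signal reports receptor beta-arrestin coupling in cells; 0% = agonist plus DMSO wells and 100% = wells without agonist; some results beyond the cut were filed as inactive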
Target sequence (P32249 whole entry, looked up, the tested form may be a part): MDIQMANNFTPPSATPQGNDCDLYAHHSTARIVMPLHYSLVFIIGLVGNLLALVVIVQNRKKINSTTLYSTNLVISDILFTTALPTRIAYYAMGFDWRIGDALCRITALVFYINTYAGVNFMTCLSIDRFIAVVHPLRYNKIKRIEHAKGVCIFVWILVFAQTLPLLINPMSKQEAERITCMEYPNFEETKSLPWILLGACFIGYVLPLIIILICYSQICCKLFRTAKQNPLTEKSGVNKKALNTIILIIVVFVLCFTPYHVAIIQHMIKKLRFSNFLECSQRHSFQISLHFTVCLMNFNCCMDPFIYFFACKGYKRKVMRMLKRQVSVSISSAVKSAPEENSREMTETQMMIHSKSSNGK
* hit, by the source's call. Unless noted, no stated cut-off is given here; in the data, active means inhibition above about 50%; inactive means the rest.

Abbreviations – A = Jurkat NFkB inh; B = SENP8 inh; C = Apaf1 inhib; D = Gli-Sufu antag; E = UBC13 polyUb; F = 697 NFkB inh; G = CCR6 antag; H = EBI2 antag
COc1cc(/C=N/NC(=O)C(=O)N2CCCC2)ccc1O
  A = -8 | B = -2 | C = -10 | D = 0 | E = 5 | F = 11 | G = 5 | H = -11

Cc1ccc(-n2nc3c(c2NC(=O)C(C)C)CS(=O)(=O)C3)c(C)c1
  A = -27 | B = 4 | C = 5 | D = -10 | E = 1 | F = 5 | G = 2 | H = -6

CCOC(=O)CCSc1nc(C)cc(C(F)(F)F)c1C#N
  A = -15 | B = -5 | C = -9 | D = 2 | E = 28 | F = 9 | G = -1 | H = 5

CC(C)c1c(O)cc(-c2ccncc2)n(-c2ccc(Cl)cc2)c1=O
  A = -10 | B = -13 | C = 2 | D = 0 | E = -4 | F = -32 | G = 3 | H = -3

COC(=O)c1ccc(-n2c(C)nc(=O)c(-c3ccccc3)c2C)cc1
  A = 3 | B = -7 | C = 4 | D = 4 | E = 1 | F = -7 | G = -4 | H = -7

O=C(NC1CCCC1)C(c1ccncc1)N(Cc1cccs1)C(=O)c1csnn1 (stereo not drawn)
  A = 8 | B = 1 | C = 0 | D = 5 | E = 5 | F = 8 | G = -8 | H = -6

O=C(Nc1ccc(Oc2ccccc2)cc1)N[C@@H](Cc1ccccc1)C(=O)O
  A = -6 | B = 10 | C = 3 | D = -11 | E = 4 | F = 14 | G = 6 | H = -10

O=C(O)CCc1ccc(-c2cccs2)n1NC(=O)c1ccc(Cl)cc1
  A = 19 | B = 5 | C = -3 | D = 2 | E = 0 | F = 0 | G = -2 | H = -1

CCc1cccc2sc(N(CCCN3CCOCC3)C(=O)CS(=O)(=O)c3ccccc3)nc12
  A = -3 | B = 1 | C = 31 | D = 11 | E = 15 | F = 0 | G = 1 | H = 12

COc1ccc(C(=O)Cn2c(NCCO)nc3ccccc32)cc1
  A = -17 | B = 3 | C = -1 | D = 13 | E = 5 | F = 16 | G = 2 | H = 0

Cc1ccc(S(=O)(=O)NCc2ccccc2)cc1C(=O)N(C)Cc1ccccc1F
  A = -4 | B = -9 | C = 22 | D = 3 | E = 4 | F = -34 | G = 23 | H = 4

Cc1ccc(C(=O)COc2ccc3c(C)cc(=O)oc3c2)cc1
  A = 3 | B = -4 | C = 0 | D = -15 | E = 3 | F = 7 | G = 8 | H = 28

O=C(Cn1cncn1)N/N=C/c1ccccc1O
  A = -7 | B = 0 | C = -22 | D = 4 | E = 8 | F = -17 | G = 6 | H = 3

O=C(NCC(O)c1ccccc1)c1cccc(S(=O)(=O)N2CCOCC2)c1 (stereo not drawn)
  A = -16 | B = 1 | C = -5 | D = -4 | E = 0 | F = 2 | G = -6 | H = 3

O=C(CCS(=O)(=O)Cc1ccccc1)N1CCN(c2ccc([N+](=O)[O-])cc2)CC1
  A = 7 | B = 4 | C = -2 | D = 15 | E = -5 | F = 18 | G = 6 | H = 4

C=CCOc1ccc(/C=C\c2nc(O)c([N+](=O)[O-])c(=O)[nH]2)cc1OC
  A = -19 | B = -10 | C = 14 | D = -2 | E = -24 | F = -6 | G = 16 | H = 2

CCOc1nc(NCCO)nc(NCCC2=CCCCC2)n1
  A = -26 | B = -1 | C = -4 | D = -5 | E = 8 | F = -22 | G = 11 | H = 1

OCC1CCN(Cc2nc(Cc3ccccc3Cl)no2)CC1
  A = 2 | B = 5 | C = -11 | D = 9 | E = -1 | F = -9 | G = 7 | H = 9

CCc1ccc(NS(=O)(=O)c2ccc3[nH]cc(C(=O)N4CCCCC4)c(=O)c3c2)cc1
  A = -5 | B = 1 | C = 0 | D = -3 | E = -8 | F = 10 | G = -2 | H = -1

COc1ccc(OC)c(/C=N/NC(=O)c2cc3c(OC)cccc3[nH]2)c1
  A = -16 | B = 1 | C = 12 | D = 4 | E = 5 | F = 0 | G = -1 | H = -6

NC(=O)NC(CC(=O)NNC(=O)c1ccccn1)c1ccc(Cl)cc1 (stereo not drawn)
  A = 8 | B = -6 | C = -14 | D = 6 | E = 93* | F = 25 | G = -16 | H = -16

COc1ccc(CCNC(=O)CSCc2ccc(Br)cc2)cc1OC
  A = -1 | B = 8 | C = 1 | D = 2 | E = 7 | F = -6 | G = 12 | H = 9

COc1cc(C2c3[nH]c4ccccc4c3C[C@@H]3C(=O)N(Cc4ccco4)CC(=O)N23)cc(OC)c1OC (stereo partly drawn)
  A = -11 | B = 7 | C = 15 | D = 5 | E = 8 | F = -22 | G = 7 | H = 4

CC1CCCC(NS(=O)(=O)c2ccc3c(c2)OCCO3)C1C (stereo not drawn)
  A = 3 | B = -3 | C = 21 | D = 5 | E = 3 | F = -11 | G = 13 | H = -13

O=C(COc1ccccc1)NNC(=O)COc1ccc([N+](=O)[O-])cc1
  A = 8 | B = 7 | C = -7 | D = -2 | E = -2 | F = 8 | G = 3 | H = 23

Three compounds out of the list above, ordered by their value in EBI2 antag, falling:
| Molecule | Jurkat NFkB inh | UBC13 polyUb | 697 NFkB inh | CCR6 antag | EBI2 antag |
| --- | --- | --- | --- | --- | --- |
| CCOC(=O)CCSc1nc(C)cc(C(F)(F)F)c1C#N | -15 | 28 | 9 | -1 | 5 |
| O=C(CCS(=O)(=O)Cc1ccccc1)N1CCN(c2ccc([N+](=O)[O-])cc2)CC1 | 7 | -5 | 18 | 6 | 4 |
| CC1CCCC(NS(=O)(=O)c2ccc3c(c2)OCCO3)C1C (stereo not drawn) | 3 | 3 | -11 | 13 | -13 |

Compounds listed so far that have an NH in an aromatic ring, in the order listed:
Abbreviations – A = Jurkat NFkB inh; B = SENP8 inh; C = Apaf1 inhib; D = Gli-Sufu antag; E = UBC13 polyUb; F = 697 NFkB inh; G = CCR6 antag; H = EBI2 antag
C=CCOc1ccc(/C=C\c2nc(O)c([N+](=O)[O-])c(=O)[nH]2)cc1OC
  A = -19 | B = -10 | C = 14 | D = -2 | E = -24 | F = -6 | G = 16 | H = 2

CCc1ccc(NS(=O)(=O)c2ccc3[nH]cc(C(=O)N4CCCCC4)c(=O)c3c2)cc1
  A = -5 | B = 1 | C = 0 | D = -3 | E = -8 | F = 10 | G = -2 | H = -1

COc1ccc(OC)c(/C=N/NC(=O)c2cc3c(OC)cccc3[nH]2)c1
  A = -16 | B = 1 | C = 12 | D = 4 | E = 5 | F = 0 | G = -1 | H = -6

COc1cc(C2c3[nH]c4ccccc4c3C[C@@H]3C(=O)N(Cc4ccco4)CC(=O)N23)cc(OC)c1OC (stereo partly drawn)
  A = -11 | B = 7 | C = 15 | D = 5 | E = 8 | F = -22 | G = 7 | H = 4

New compounds follow.
Every second line gives: Jurkat NFkB inh | SENP8 inh | Apaf1 inhib | Gli-Sufu antag | UBC13 polyUb | 697 NFkB inh | CCR6 antag | EBI2 antag
NNC(=O)c1cccc(COCC(F)(F)C(F)F)c1
  14 | 11 | -9 | -1 | 6 | 22 | -11 | -9
O=C(NCCc1ccco1)C(=O)NCCC1CCCCN1S(=O)(=O)c1ccccc1 (stereo not drawn)
  12 | 3 | 2 | -6 | 2 | 11 | 17 | 0
COc1ccc(/C=N/NC(=O)CSCc2ccc([N+](=O)[O-])cc2)cc1OC
  -14 | 5 | 6 | -13 | 79* | 4 | 12 | 1
CCN1CCN(CC(O)COCc2cc(OC)c(OC)c(OC)c2)CC1 (stereo not drawn)
  7 | 4 | -14 | 0 | 8 | 21 | 8 | -1
CCOC(=O)C1=Nc2ccccc2C1=[N+]=[N-]
  -26 | -5 | 14 | 19 | -9 | -20 | -13 | -3
CC(C)CCNC(=O)CCCC1=NS(=O)(=O)c2ccccc2N1
  6 | -1 | -3 | 3 | -6 | -5 | 5 | -6

Part of the list above in order of length of the SMILES, rising:
Every second line gives: Jurkat NFkB inh | SENP8 inh | Apaf1 inhib | Gli-Sufu antag | UBC13 polyUb | 697 NFkB inh | CCR6 antag | EBI2 antag
CCOC(=O)C1=Nc2ccccc2C1=[N+]=[N-]
  -26 | -5 | 14 | 19 | -9 | -20 | -13 | -3
CC(C)CCNC(=O)CCCC1=NS(=O)(=O)c2ccccc2N1
  6 | -1 | -3 | 3 | -6 | -5 | 5 | -6
O=C(NCCc1ccco1)C(=O)NCCC1CCCCN1S(=O)(=O)c1ccccc1 (stereo not drawn)
  12 | 3 | 2 | -6 | 2 | 11 | 17 | 0

An excerpt. The share of hits here may be higher or lower than overall.
